High-throughput results as filed in PubChem BioAssay.
MLLE-PAM2 inh – inhibitors of microRNA-mediated deadenylation, human PABP1 MLLE binding | GST-MLLE / FITC-PAM2 fluorescence polarization | inhibition, % at 20 µM | 360,000 compounds, 0.36% hits | AID 588489; in the data active = inhibition above about 35%, passing the limit was not always enough;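 note: plate controls were DMSO wells with GST-MLLE for no effect and wells lacking GST-MLLE protein for full effect; some results filed as inactive read as strong as hits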
Target sequence (P11940 whole entry, looked up): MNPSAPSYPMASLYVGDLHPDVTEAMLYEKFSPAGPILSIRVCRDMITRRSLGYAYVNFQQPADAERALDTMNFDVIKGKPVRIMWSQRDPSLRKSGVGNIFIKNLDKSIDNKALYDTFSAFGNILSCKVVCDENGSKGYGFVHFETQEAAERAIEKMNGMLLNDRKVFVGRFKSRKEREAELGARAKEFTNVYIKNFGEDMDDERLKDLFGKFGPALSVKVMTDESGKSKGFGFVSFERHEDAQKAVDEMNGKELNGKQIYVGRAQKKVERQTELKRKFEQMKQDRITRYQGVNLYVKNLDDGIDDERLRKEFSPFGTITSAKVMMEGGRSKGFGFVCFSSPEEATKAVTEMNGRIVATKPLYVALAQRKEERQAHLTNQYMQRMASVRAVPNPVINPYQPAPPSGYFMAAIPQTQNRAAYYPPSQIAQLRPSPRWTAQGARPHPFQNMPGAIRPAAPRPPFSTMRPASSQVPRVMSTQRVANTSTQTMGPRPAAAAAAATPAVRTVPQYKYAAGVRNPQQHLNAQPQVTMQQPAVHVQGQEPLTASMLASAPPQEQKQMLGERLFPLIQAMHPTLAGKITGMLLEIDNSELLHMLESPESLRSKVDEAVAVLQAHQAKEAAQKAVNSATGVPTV
Tb MetRS inh – blocks T. brucei methionyl-tRNA synthetase activity; purified T. brucei MetRS, ATP depletion, Kinase-Glo luminescence; inhibition, % at 11.9 µM; 360,000 compounds, 0.4% hits; AID 624268;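 active = inhibition above a per-plate cutoff of the control wells' mean inhibition plus 3 SD, cut at about 5.5% in these data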;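 note: 0% = DMSO wells median and 100% = median of wells with control inhibitor compound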
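Material: parasite MetRS enzyme / Replication: singlicate, one well per compound / Signal: luminescence of leftover ATP / Schedule: 2 h aminoacylation at 25 °C after 15 min preincubation / Medium: HEPES-MgCl2-KCl buffer plus DTT, spermine, BSA, pyrophosphatase / Doses: 11.9 µM single point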
FAS-TE inh – blocks the thioesterase domain of human fatty acid synthase; P49327; 360,000 compounds, 0.67% hits; AID 602261; inhibition, % at 15 µM; recombinant FAS-TE, OMFH fluorogenic substrate, fluorescence endpoint;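 active = compounds whose normalised, plate-corrected inhibition of enzyme fluorescence in the single-dose primary screen is 50% or more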;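 note: 0% = DMSO with enzyme and 100% = substrate without enzyme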
E coli Lon inh – inhibits E. coli Lon protease; inhibition, % at 7.94 µM; purified E. coli Lon protease, fluorescence polarization; 360,000 compounds, 0.42% hits; AID 602123; P0A9M0; in the data active = inhibition above about 13%, passing the limit was not always enough;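 note: 0% = enzyme with probe and DMSO and 100% = no enzyme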
MT1-MMP act inh – MT1-MMP (human) activation inhibition | P50281 | HT1080 RFP-PRO-GFP cells, GFP/RFP ratio fluorescence, overnight; percent of plate control window, DMSO zero | GFP/RFP ratio change, % at 20 µM | 360,000 compounds, 0.061% hits;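 active = GFP/RFP ratio change of at least 30% with cell ATP level not reduced by more than half and red fluorescence within 50% of control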; note: strong numbers were not always called active
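Assay system: HT1080 cells carrying an RFP-PRO-GFP reporter | Dosing: Single dose of 20 µM compound, 1% DMSO final | Incubation: Cells overnight before dosing, compound overnight, 37 °C, 5% CO2 | Evaluation: GFP/RFP fluorescence ratio | Control set: DMSO and RFP-L50D-GFP cell wells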
MsrA act – activates bovine MsrA enzyme. purified bovine MsrA, absorbance read-out. activation, % at 10.6 µM. 360,000 compounds, 0.3% hits. AID 602163; in the data active = activation above about 7.5%;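 note: 0% = vehicle and 100% = reference activator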
MsrA inhibitor – inhibitors of bovine MsrA; purified bovine MsrA, absorbance read-out; inhibition, % at 15.5 µM; 360,000 compounds, 0.75% hits; AID 651718; in the data active = inhibition above about 4.5%;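 note: 0% = vehicle wells with enzyme and 100% = reference inhibitor wells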
CendR NRP1 mod – alters CendR peptide binding to human NRP-1; inhibition, % at 25 µM; 360,000 compounds, 0.85% hits; FAM-RPARPAR peptide binding to NRP-1, fluorescence polarization;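 active = inhibition or corrected inhibition above about 18%, plus a signal ratio from 0.5 to 1.5, limit read from the data, passing the limit was not always enough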; note: strong numbers were not always called active
SKN-1 inh – blocks SKN-1 activity in C. elegans; C. elegans VP596 Pgst-4::GFP/RFP ratio, acrylamide-induced, 24 h; inhibition, % at 21.8 µM; 360,000 compounds, 0.49% hits;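 active = interference check ratio from 0.5 to 1.5 plus GFP to RFP signal ratio inhibition reaching or exceeding a fixed threshold, cut at about 30% in these data, passing the limit was not always enough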; note: some compounds called inactive have numbers as strong as hits
* = called active by the depositor; & = joins results of further samples; ! = repeats disagree. Rows are unselected. About 4% of those tested had a hit in this group.

canonical_smiles	Tb MetRS inh	SKN-1 inh	FAS-TE inh	E coli Lon inh	CendR NRP1 mod	MsrA act	MLLE-PAM2 inh	MT1-MMP act inh	MsrA inhibitor
COc1ccc(-n2nc(C(=O)NCC(=O)Nc3ccc(F)cc3)c3ccccc3c2=O)cc1	-0.2	1	17	-1	6	-8	-6	-3	-0.4
COc1ccc(NC(=O)c2cc3c(CO)cnc(C)c3oc2=Nc2cccc(C)c2)c(OC)c1	-1.7	13	-5	12	14	-11	-7	-7	0.6
COc1ccc(/C=C/C(=O)N2CCC(C(N)=O)CC2)cc1S(=O)(=O)N1CCOCC1	-0.7	-4	-6	-12	3	-3	7	1	-0.2
Cc1cccc(NC(=O)CNC(=O)c2sc3ccccc3c2Cl)n1	-0.4	-1	-4	0	-7	-7	-8	-1	0.2
O=C(c1ccc(F)c(F)c1)N1CCC2(CC1)NCCc1[nH]cnc12	-0.3	7	-8	-13	1	-1	13	-1	0.4
C=CC[n+]1cccc(-c2cc3ccc(C)cc3[nH]2)c1	-0.2	10	-6	-3	6	-3	-2	-2	1.6
COc1cc(-c2c(-c3ccsc3)sc3ccccc23)cc(OC)c1OC	-0.1	6	28	-10	-11	-5	1	-5	0.8
OCc1c[nH]c2ccccc12	-0.6	9	3	-23	-26	0	-7	-1	-0.9
CCOc1ccccc1Oc1cn[nH]c1-c1ccc(O)cc1O	0.0	9	-133	1	10	-4	-1	-2	-0.3
O=C(c1ccc(NC2=NC3CS(=O)(=O)CC3S2)cc1)N1CCN(Cc2ccccc2)CC1 (stereo not given)	-1.9	-14	-11	-7	0	-12	-43	9	-0.4
Cc1ccccc1OCc1nnc(SCC(=O)O)n1-c1cccc(Cl)c1	-0.9	0	-3	-5	-8	-9	-54	2	-0.8
CCn1c(=O)c([N+](=O)[O-])c(NCC(O)c2ccccc2)c2ccccc21 (stereo not given)	-0.4	9	-3	-3	-6	-5	-5	6	1.5
O=C1C2CC=CCC2C(=O)N1CC1CCCO1 (stereo not given)	0.1	-9	-7	-9	7	-3	-8	-1	0.5
N#Cc1ccccc1CN1C(=O)NC2(CCCCCC2)C1=O	-0.1	5	-1	5	-9	-3	-2	-4	0.9
COC(=O)CNc1ccc2c(c1)OCO2	-0.4	3	-12	-10	25*	2	138	-67	1.3
Cn1nccc1C(=O)Nc1ccn(C23CC4CC(CC(C4)C2)C3)n1	-0.1	0	-6	-9	2	-3	14	-7	0.0
COc1ccc(NC(=O)C2CSC3c4ccccc4C(=O)N23)cc1 (stereo not given)	-0.3	11	-12	-8	-6	-2	13	4	-1.1
COc1ccc(CN2CCN(CCC(C)C)C(CCO)C2)cc1Cn1cccn1 (stereo not given)	-0.7	8	-8	-5	1	-5	-4	7	-1.4
CCCOC(=O)NC(CC)COC(=O)Nc1cc(C)ccc1C (stereo not given)	-0.1	3	-6	-1	-2	1	10	1	-0.1
COCCNC(=O)C1CC(c2cccc([N+](=O)[O-])c2)=NO1 (stereo not given)	-0.1	2	-4	1	12	-4	-2	1	-1.5
Cc1cccc(NS(=O)(=O)c2nnc(NC(=O)C3CCCCC3)s2)c1	0.5	18	0	8	-12	0	3	2	1.5
COCCN=C1Sc2nc3cc4c(cc3cc2CN1CC1CCCO1)OCO4 (stereo not given)	0.1	10	4	-5	-6	2	-130	3	-1.0
CC1(c2ccccc2)O[C@@H]2C[C@H]3[C@@H]4CCC5=CC(=O)C=C[C@]5(C)[C@@]4(F)[C@@H](O)C[C@]3(C)[C@]2(C(=O)CO)O1 (stereo not given in full)	0.0	-5	16	-2	8	-2	-7	-12	-0.5
COc1ccc(CN2C(=O)CS/C2=N/N=C/c2ccccc2)cc1	0.9	53*	30	-4	12	0	5	1	1.6
O=C(O)CCC(=O)CCC(=O)c1ccc(Cl)cc1	-0.4	4	-6	1	-7	-2	18	2	0.2

canonical_smiles	Tb MetRS inh	SKN-1 inh	FAS-TE inh	E coli Lon inh	CendR NRP1 mod	MsrA act	MLLE-PAM2 inh	MT1-MMP act inh	MsrA inhibitor
CCOc1ccccc1C(=O)Nc1cc(C(=O)NCCc2ccccc2)ccc1Cl	-0.4	-2	19	3	-6	-11	-1	5	-0.1
COc1cc(CC(=O)N2CCN(S(=O)(=O)c3ccc(C(C)C)cc3)CC2)cc(OC)c1OC	-0.4	-2	2	3	-8	-3	-3	2	0.1
Cc1ccc(NC(=O)CSc2ccc(C(N)=O)cc2[N+](=O)[O-])cc1	-0.7	5	-10	-9	10	-6	3	-1	-1.4
O=C(Nc1ncccn1)c1cccc(F)c1	-1.0	2	-8	2	0	-8	4	4	0.1
CCOC(=O)c1cc2c(C)n(-c3ccc(OCC)cc3)c(C)c2ccc1=O	0.2	13	-4	-10	-25	-8	10	1	1.9
CC1C(=O)OC2C1CCC1(C)C3(C)C(=O)C=CC213 (stereo not given)	0.2	-5	-3	-13	3	-3	7	-73	0.7
O=S(=O)(c1cccc(S(=O)(=O)N2CCC(Cc3ccccc3)CC2)c1)N1CCOCC1	-0.1	5	30	-4	-4	0	-3	-1	-2.3
CCN(CC)S(=O)(=O)c1ccc(N2CCOCC2)c(NC(=O)c2ccc(=O)n(C)n2)c1	-0.4	-6	-6	-1	2	-13	7	2	0.5
O=C(C1CCCCC1)N1CCN(c2ncccn2)CC1	0.2	-3	-6	-2	-12	1	3	7	-0.2
COc1ccc(C(=O)COc2ccccc2C(N)=O)cc1	0.1	0	-1	-5	4	-3	6	-1	-0.5
C=CCNc1nc2ccccc2nc1NS(=O)(=O)c1cccs1	-0.6	-19	-6	10	-11	0	10	2	4.2
COc1ccc2c3c(c(=O)oc2c1OCC(=O)O)CCCC3	-0.5	2	-15	-10	0	-5	29	2	0.8
CCOC(=O)C1CCCN(CCCc2ccccc2)C1 (stereo not given)	0.5&0.2	0&-5	-6&-7	2&1	13&0	14*!	12&0	3&3	-0.1
CCN(CC(=O)Nc1c(F)cccc1F)C(=O)Cn1c(=O)cnc2ccccc21	-0.3	-3	-9	-4	11	-1	5	3	0.8
O=C1C(Cc2ccccc2)Nc2ncnc(N3CCOCC3)c2N1Cc1ccccc1 (stereo not given)	0.0&-0.2	5&23	-3&-11	2&-1	9&-1	2&-3	13&9	2&6	1.7&1.1
O=C(C1CC1)N1CCc2cc(S(=O)(=O)N3CCCc4ccccc43)ccc21	-0.1	32	23	3	0	1	1	2	-0.7
C=CCN1C(=O)CSc2ccc(C(=O)NC(C)c3ccccc3)cc21 (stereo not given)	0.0	2	-1	-3	1	1	4	2	0.5
COCC1CCN(C(=O)C2CCC(=O)N(Cc3cccc(F)c3)C2)CC1 (stereo not given)	-0.4	4	-6	-10	26*	-2	-8	-2	-0.5
CN(NS(=O)(=O)c1cccs1)c1ncc(C(F)(F)F)cc1Cl	-0.3	6	1	-3	-6	0	17	-3	-0.2
CC(OC(=O)c1cnccn1)C(=O)Nc1nc(-c2cccc([N+](=O)[O-])c2)cs1 (stereo not given)	0.1	8	48	2	2	-11	-2	6	1.6
CCOC(=O)c1[nH]c(C)c(CCC(=O)O)c1C	-0.2&-0.8	0&-19	-1&-5	1&-5	-3&10	1&-7	-8&9	-4&-2	-0.8&0.1
COc1cc(C2NC(=O)NC(C)=C2C(=O)NCc2ccccc2)c(Cl)cc1O (stereo not given)	-0.5	11	-10	-4	3	7	3	3	-0.5
C=CCNC(=O)N1c2ccccc2Sc2ccccc21	0.7	-1	-6	-7	11	-1	-13	-3	-1.2
CCC(C)C(NC(=O)c1ccccc1NC(=O)c1ccc(OC)cc1)C(=O)NCCCn1ccnc1 (stereo not given)	-0.7	6	-1	0	-4	-3	14	-2	-1.3
Cc1cc(C)n(-c2nnc(NC(C)(C)C)nn2)n1	-0.7	6	-16	-5	-5	2	-21	3	0.1

Copied from the list.
O=C(Nc1ncccn1)c1cccc(F)c1 | CendR NRP1 mod = 0
COc1cc(C2NC(=O)NC(C)=C2C(=O)NCc2ccccc2)c(Cl)cc1O (stereo not given) | SKN-1 inh = 11

Carrying on:
canonical_smiles	Tb MetRS inh	SKN-1 inh	FAS-TE inh	E coli Lon inh	CendR NRP1 mod	MsrA act	MLLE-PAM2 inh	MT1-MMP act inh	MsrA inhibitor
CCN(CC(=O)NC1CCS(=O)(=O)C1)S(=O)(=O)c1cc(C)ccc1C (stereo not given)	-0.3	-4	-2	11	-1	0	16	-4	0.9
C[N+](C)(C)CCN(Cc1ccc(Cl)cc1)c1ccccn1	-1.0	-1	-5	-7	5	-6	-131	2	-0.4
CC(=O)c1c(C)[nH]c(C(=O)OCc2cc(=O)n3cc(Br)ccc3n2)c1C	-0.4	4	-1	-8	1	1	-18	3	0.7
CCOC(=O)c1[nH]c(C)c(/C(O)=C2\C(=O)C(=O)N(CCCN3CCOCC3)C2c2cccs2)c1C (stereo not given)	-0.1	-4	-5	-6	3	-1	-143	2	1.1
Cc1c(C(=O)N2CCCC2)sc(NC(=O)c2ccccc2)c1C#N	0.0	0	-2	-14	-12	-3	3	-5	4.6*
COc1cc(OC)cc(C(=O)NCCCNC(=O)c2ccccn2)c1	0.3	1	-7	2	11	-3	-4	-2	1.4
COc1ccc(CNC(=O)CN(Cc2ccc(F)cc2)C(=O)CCC(=O)Nc2nccs2)cc1	0.2	3	-2	-7	0	-3	4	1	-1.2
O=C(O)C(NC(=O)C1CCCN1C(=O)OCc1ccccc1)c1ccccc1 (stereo not given)	0.5	-1	-6	-9	-3	-3	0	2	1.5
CC(=O)c1ccc(N2CCN(CC(=O)N(CC(C)C)c3c(N)n(CC(C)C)c(=O)[nH]c3=O)CC2)cc1	-0.7	14	-5	0	-4	-2	-20	-3	2.4
CCCCn1cnc2c1c(=O)n(CC(=O)c1cc(C)n(C)c1C)c(=O)n2CC(C)C	-0.1	-18	3	-6	-1	-2	1	2	-0.2
COc1ccc(C(=O)N=S2CCN(C(=O)c3ccc(Cl)cc3)CC2)cc1	-0.4	6	-1	103*	-2	-3	-9	0	-0.5
C/C(N)=C(/C#N)C(=O)CSc1nc2ccccc2c(=O)n1Cc1ccc(F)cc1	-0.4	7	32	6	3	-2	-79	-3	0.9
COc1ccc(C)cc1-n1nnnc1SCC(=O)c1ccc2c(c1)OCCO2	-0.2	25	2	0	10	-2	-88	-2	0.6
COc1nnc(-c2ccc(N3CCCCC3)c(NC(=O)C3CCCCC3)c2)c2ccccc12	-1.0	-5	21	9	-6	-5	-1	-18	-1.1
C[C@H](CO)N1C[C@H](C)[C@@H](CN(C)Cc2ccccc2)Oc2c(NC(=O)C3CCCCC3)cccc2C1=O	-0.3	16	10	-1	6	-3	9	2	-1.3
OCCC1CN(Cc2cc3c(cc2Cl)OCO3)CCN1C1CCCC1 (stereo not given)	-0.7	1	-6	-1	2	-9	-4	-2	-0.4
CCOC(=O)c1ccc(S(=O)(=O)N2CCN(CC(=O)NC(=O)NC3CCCCC3)CC2)cc1	-0.6	25	10	5	-6	-2	18	1	0.6
CC1(c2nnc(-c3ccncc3)o2)CC(c2c(Cl)cccc2Cl)=NO1 (stereo not given)	-0.2	-11	9	8	20	-7	-10	-2	1.2
